MrgX1 ag = activates human MrgX1 receptor signaling; MrgX1-HEK293 cells, Fluo-4 calcium fluorescence, agonist mode; hits give high values; 0.44% of 310,000 active; B-score at 10 µM;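 active = calcium response B-score plate-corrected fluorescence ratio at least 3 library SD, with starting fluorescence B-score inside 5 SD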
Target sequence (Q96LB2 whole entry, looked up): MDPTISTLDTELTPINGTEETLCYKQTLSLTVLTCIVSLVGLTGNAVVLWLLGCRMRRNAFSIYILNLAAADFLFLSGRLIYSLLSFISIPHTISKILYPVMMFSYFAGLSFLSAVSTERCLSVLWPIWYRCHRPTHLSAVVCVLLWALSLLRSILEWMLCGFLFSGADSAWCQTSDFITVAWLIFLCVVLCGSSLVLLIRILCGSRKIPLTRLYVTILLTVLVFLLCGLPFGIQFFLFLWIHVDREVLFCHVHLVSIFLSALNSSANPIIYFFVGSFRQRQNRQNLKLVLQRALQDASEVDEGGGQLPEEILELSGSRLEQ
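Test system: Stable human MrgX1 HEK293 cell line | Schedule: Overnight plating before 1 h dye loading | Read-out basis: Baseline-normalised fluorescence change ratio, B-scored | Detection: Kinetic calcium dye fluorescence, Fluo-4 NW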
TMEM16A inh = blocks the mouse calcium-activated chloride channel TMEM16A; Q8BHY3; HEK293 TMEM16A/YFP iodide influx fluorescence, ionomycin; AID 588511; 1.2% of 310,000 active; normalized B-score (activity score, 25-100; higher = stronger inhibition) at 10 µM;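 active = ratio plate-corrected score three or more library SD toward inhibition, starting fluorescence score within five deviations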;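 also: score derived from kinetic fluorescence span divided by baseline fluorescence per well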
RGS4 inh = inhibitors of human RGS4. 0.45% of 310,000 active. P49798. AID 463165. B-score at 10 µM. HEK293 M3R/RGS4 inducible, Fluo-4 calcium flux; hits give high values; triggered by carbachol at its EC20;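 active = B-score, a plate-corrected calcium signal, over three deviations above library mean, with baseline fluorescence within five deviations of library mean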;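 also: RGS4 expression induced by doxycycline in cells with stable M3 receptor; B-score is computed from the integrated fluorescence ratio over baseline after carbachol; higher B-score means a larger calcium signal and so more RGS4 inhibition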
Target sequence (P49798 whole entry, looked up): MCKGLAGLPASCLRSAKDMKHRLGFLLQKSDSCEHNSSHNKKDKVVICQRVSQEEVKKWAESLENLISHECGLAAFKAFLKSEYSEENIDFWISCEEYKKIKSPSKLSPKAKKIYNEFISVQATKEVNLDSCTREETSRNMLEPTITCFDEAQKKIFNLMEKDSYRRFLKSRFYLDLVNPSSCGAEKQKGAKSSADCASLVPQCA
TRPC6 activator = activates the mouse TRPC6 cation channel | 0.13% of 310,000 active | B-score at 10 µM | HEK293-TRPC6 membrane potential dye fluorescence; hits give high values | Q61143 | AID 2550;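 active = B-score of the integrated fluorescence ratio above library mean plus 3 SD, and starting fluorescence ratio within library mean plus 5 SD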;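 also: higher score means more depolarization so channel activation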
TRPC4 potent = TRPC4 (mouse) allosteric potentiation; HEK293 TRPC4beta/mu-opioid, DAMGO EC20, Fluo-4 Ca2+ flux; hits give high values; B-score at 10 µM; 0.42% of 310,000 active; AID 2227;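 active = B-score of calcium response area above 5 SD of library B-scores, with initial fluorescence ratio within 5 SD of library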;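 also: B-score of integrated fluorescence ratio over time as area under calcium response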
TRPC6 inh = inhibitors of mouse TRPC6 channel | HEK293-TRPC6, membrane potential dye, ACh-evoked depolarization; hits give low values | B-score at 10 µM | 1.1% of 310,000 active | AID 2553;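 active = B-score under library mean minus 3 SD, initial fluorescence not abnormally high, positive integrated signal ratio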;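 also: B-score derived from integrated fluorescence ratio over the kinetic read; more negative B-score means stronger inhibition of depolarization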
MrgX1 PAM = allosterically activates human MrgX1 receptor signaling. MrgX1-HEK293, Fluo-4 calcium flux, FDSS; hits give high values. B-score at 10 µM. 0.63% of 310,000 active. Q96LB2;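 active = plate-corrected calcium response at least 3 library SD above typical, normal starting fluorescence, not activating the receptor alone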;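 also: compound read alongside a low EC10 to EC30 dose of BAM8-22 agonist; peak minus trough fluorescence over baseline measured at the second addition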
TRPC4 act = TRPC4 (mouse) channel activation. 0.49% of 310,000 active. HEK293 TRPC4beta/mu-opioid, Fluo4 calcium fluorescence; hits give high values. B-score at 10 µM. Q9QUQ5. AID 2237;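 active = B-score above 5 SD of library B-scores, and initial fluorescence ratio not above library mean plus 5 SD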;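 also: positive B-score marks a calcium rise read as TRPC4 activation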
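Material: TRPC4beta and mu-opioid receptor HEK293 stable cells | Incubation: 45 min room-temperature Fluo4 loading, 110 s read | Detection: Kinetic Fluo4 calcium fluorescence | Measure: Integrated baseline-normalised fluorescence ratio, converted to per-well B score | Benchmarks: Low control buffer alone, high control maximal DAMGO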
TRPC4 block = TRPC4 (mouse) channel inhibition; Q9QUQ5; HEK293 TRPC4beta/mu-opioid, DAMGO-evoked Fluo4 calcium flux; hits give low values; B-score at 10 µM; 0.39% of 300,000 active;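 active = B-score over 3 SD under the library average, no early fluorescence shift, positive overall ratio signal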
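material = TRPC4beta/mu-opioid receptor HEK293 cell line | probe or stimulus = sequential submaximal and maximal DAMGO stimulation | compound dosing = one concentration per compound | measured by = Fluo4 Ca2+ flux fluorescence | evaluation = integrated fluorescence ratio relative to baseline, converted to per-well B score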
MrgX1 antagonist = blocks BAM8-22 activation of human MrgX1 receptor; B-score at 10 µM; 1.3% of 310,000 active; Q96LB2; MRGX1-HEK293 calcium flux, Fluo-4, BAM8-22 antagonism; hits give low values;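 active = calcium-response B-score plate-corrected more than 3 library SD below zero, starting fluorescence within 5 deviations, no agonist response on first addition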;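 also: peak minus trough fluorescence over baseline after final BAM8-22 challenge near maximal dose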
TMEM16A act = activators or potentiators of mouse TMEM16A chloride channel. Q8BHY3. HEK293 TMEM16A/YFP-H148Q/I152L, iodide quench fluorescence; hits give low values. B-score at 10 µM. 0.3% of 340,000 active. AID 623877;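 active = fluorescence-ratio B-score plate-corrected deviation score at least 3 library SD below zero, with starting fluorescence score within 5 deviations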;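 also: channel opened by trigger with iodide after compound preincubation; score built on the fluorescence ratio of max minus min over baseline; more negative score means more quench and so TMEM16A activation or potentiation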
* marks the source's active call; other numbers are inactive results.

For Oc1cccc(/C=N/c2c(-c3ccco3)nc3ccccn23)c1 the results were MrgX1 ag inactive, TMEM16A inh inactive, RGS4 inh inactive, TRPC6 activator inactive, TRPC4 potent inactive, TRPC6 inh inactive, MrgX1 PAM inactive, TRPC4 act inactive, TRPC4 block inactive, MrgX1 antagonist inactive and TMEM16A act inactive.
Screening COc1ccc(CCNc2c3ccccc3nc3ccccc23)cc1OC returned MrgX1 ag inactive, TMEM16A inh inactive, RGS4 inh inactive, TRPC6 activator inactive, TRPC4 potent inactive, TRPC6 inh -6.8*, MrgX1 PAM inactive, TRPC4 act inactive, TRPC4 block inactive, MrgX1 antagonist inactive and TMEM16A act inactive.
Screening Cc1cccc(Oc2ccc(C(=O)NC3CCSC3=O)cn2)c1C (stereo not given) returned MrgX1 ag inactive, TMEM16A inh inactive, RGS4 inh inactive, TRPC6 activator inactive, TRPC4 potent inactive, TRPC6 inh inactive, MrgX1 PAM inactive, TRPC4 act inactive, TRPC4 block inactive, MrgX1 antagonist inactive and TMEM16A act inactive.
Screening O=C(CCCN1C(=O)/C(=C\c2cccs2)SC1=S)NNC(=O)c1cccnc1 returned MrgX1 ag inactive, TMEM16A inh inactive, RGS4 inh inactive, TRPC6 activator inactive, TRPC4 potent inactive, TRPC6 inh inactive, MrgX1 PAM inactive, TRPC4 act inactive, TRPC4 block inactive, MrgX1 antagonist inactive and TMEM16A act inactive.
For CCc1nnc(NC(=O)CSc2nnc(CNc3cccc(C)c3)n2-c2ccccc2)s1 the results were MrgX1 ag inactive, TMEM16A inh inactive, RGS4 inh inactive, TRPC6 activator inactive, TRPC4 potent inactive, TRPC6 inh inactive, MrgX1 PAM inactive, TRPC4 act inactive, TRPC4 block inactive, MrgX1 antagonist inactive and TMEM16A act inactive.
Cc1nn(C(C)C(=O)N2CCCCC2)c(=O)c2c1sc1ccccc12 (stereo not given) was read as MrgX1 ag inactive, TMEM16A inh inactive, RGS4 inh inactive, TRPC6 activator inactive, TRPC4 potent inactive, TRPC6 inh inactive, MrgX1 PAM inactive, TRPC4 act inactive, TRPC4 block inactive, MrgX1 antagonist inactive and TMEM16A act inactive.
O=C(O)CNC(=O)c1ccccc1Br was read as MrgX1 ag inactive, TMEM16A inh inactive, RGS4 inh inactive, TRPC6 activator inactive, TRPC4 potent inactive, TRPC6 inh inactive, MrgX1 PAM inactive, TRPC4 act inactive, TRPC4 block inactive, MrgX1 antagonist inactive and TMEM16A act inactive.
COc1ccccc1-c1cc(C(F)(F)F)nc(N2CCN(c3ccc(F)cc3)CC2)n1 was read as MrgX1 ag inactive, TMEM16A inh inactive, RGS4 inh inactive, TRPC6 activator inactive, TRPC4 potent inactive, TRPC6 inh inactive, MrgX1 PAM inactive, TRPC4 act inactive, TRPC4 block inactive, MrgX1 antagonist inactive and TMEM16A act inactive.
For O=C(NCCN1CCN(c2ccccc2)CC1)Nc1cccc(Br)c1 the results were MrgX1 ag inactive, TMEM16A inh inactive, RGS4 inh inactive, TRPC6 activator inactive, TRPC4 potent inactive, TRPC6 inh inactive, MrgX1 PAM inactive, TRPC4 act inactive, TRPC4 block inactive, MrgX1 antagonist inactive and TMEM16A act inactive.
COc1ccc(Nc2nc(C)cc(=O)[nH]2)c(OC)c1 was read as MrgX1 ag inactive, TMEM16A inh inactive, RGS4 inh inactive, TRPC6 activator inactive, TRPC4 potent inactive, TRPC6 inh inactive, MrgX1 PAM inactive, TRPC4 act inactive, TRPC4 block inactive, MrgX1 antagonist inactive and TMEM16A act inactive.
Screening CCOC(=O)C(CC)/C(C)=N/NC(=O)c1ccccc1[N+](=O)[O-] (stereo not given) returned MrgX1 ag inactive, TMEM16A inh inactive, RGS4 inh inactive, TRPC6 activator inactive, TRPC4 potent inactive, TRPC6 inh inactive, MrgX1 PAM inactive, TRPC4 act inactive, TRPC4 block inactive, MrgX1 antagonist inactive and TMEM16A act inactive.
`CCOC(=O)c1c(S(=O)(=O)NCC(=O)NCc2ccccc2)c(C)n(C)c1C` gave MrgX1 ag inactive, TMEM16A inh inactive, RGS4 inh inactive, TRPC6 activator inactive, TRPC4 potent inactive, TRPC6 inh inactive, MrgX1 PAM inactive, TRPC4 act inactive, TRPC4 block inactive, MrgX1 antagonist inactive and TMEM16A act inactive.
For CCOC(=O)c1ccccc1NC(=O)c1ccc2c(=O)n3c(nc2c1)CCCCC3 the results were MrgX1 ag inactive, TMEM16A inh inactive, RGS4 inh inactive, TRPC6 activator inactive, TRPC4 potent inactive, TRPC6 inh inactive, MrgX1 PAM inactive, TRPC4 act inactive, TRPC4 block inactive, MrgX1 antagonist inactive and TMEM16A act inactive.
Cc1ccc(C(=O)N2CCN(C3c4cccc5cccc(c45)C3NS(=O)(=O)c3ccccc3)CC2)cc1 (stereo not given) was read as MrgX1 ag inactive, TMEM16A inh inactive, RGS4 inh inactive, TRPC6 activator inactive, TRPC4 potent inactive, TRPC6 inh inactive, MrgX1 PAM inactive, TRPC4 act inactive, TRPC4 block inactive, MrgX1 antagonist inactive and TMEM16A act inactive.
`Cc1ccc(OCc2ccccc2Br)c([N+](=O)[O-])n1` gave MrgX1 ag inactive, TMEM16A inh inactive, RGS4 inh inactive, TRPC6 activator inactive, TRPC4 potent inactive, TRPC6 inh inactive, MrgX1 PAM inactive, TRPC4 act inactive, TRPC4 block inactive, MrgX1 antagonist inactive and TMEM16A act inactive.
For COC(=O)c1ccc(CNC(=O)CCc2c[nH]c3ccccc23)cc1 the results were MrgX1 ag inactive, TMEM16A inh inactive, RGS4 inh inactive, TRPC6 activator inactive, TRPC4 potent inactive, TRPC6 inh inactive, MrgX1 PAM inactive, TRPC4 act inactive, TRPC4 block inactive, MrgX1 antagonist inactive and TMEM16A act inactive.
For OCCN(Cc1ccccc1)Cc1cccc(C(F)(F)F)c1 the results were MrgX1 ag inactive, TMEM16A inh inactive, MrgX1 PAM inactive, MrgX1 antagonist inactive and TMEM16A act inactive.
COc1ccc(C(C)=O)cc1COC(=O)CCC(=O)N(CC(C)C)c1c(N)n(CC(C)C)c(=O)[nH]c1=O was read as MrgX1 ag inactive, TMEM16A inh inactive, RGS4 inh inactive, TRPC6 activator inactive, TRPC4 potent inactive, TRPC6 inh inactive, MrgX1 PAM inactive, TRPC4 act inactive, TRPC4 block inactive, MrgX1 antagonist inactive and TMEM16A act inactive.
Screening C=CCN1C(=O)C(CC(=O)Nc2ccccc2)SC1=Nc1ccc(S(N)(=O)=O)cc1 (stereo not given) returned MrgX1 ag inactive, TMEM16A inh inactive, RGS4 inh inactive, TRPC6 activator inactive, TRPC4 potent inactive, TRPC6 inh inactive, MrgX1 PAM inactive, TRPC4 act inactive, TRPC4 block inactive, MrgX1 antagonist inactive and TMEM16A act inactive.
Screening Cc1cccc(CCNS(=O)(=O)c2ccc3c(c2)NC(=O)CO3)c1 returned MrgX1 ag inactive, TMEM16A inh inactive, RGS4 inh inactive, TRPC6 activator inactive, TRPC4 potent inactive, TRPC6 inh inactive, MrgX1 PAM inactive, TRPC4 act inactive, TRPC4 block inactive, MrgX1 antagonist inactive and TMEM16A act inactive.
`O=S(=O)(NCc1cccnc1)c1ccc(Cl)nc1` gave MrgX1 ag inactive, TMEM16A inh inactive, RGS4 inh inactive, TRPC6 activator inactive, TRPC4 potent inactive, TRPC6 inh inactive, MrgX1 PAM inactive, TRPC4 act inactive, TRPC4 block inactive, MrgX1 antagonist inactive and TMEM16A act inactive.
Screening Cc1ccc(NC(=O)CCC2CC(C)(C)OC2=O)cc1 (stereo not given) returned MrgX1 ag inactive, TMEM16A inh inactive, RGS4 inh inactive, TRPC6 activator inactive, TRPC4 potent inactive, TRPC6 inh inactive, MrgX1 PAM inactive, TRPC4 act inactive, TRPC4 block inactive, MrgX1 antagonist inactive and TMEM16A act inactive.
For Cc1ccc(C2(CC(=O)O)CCOC(C)(C)C2)cc1 (stereo not given) the results were MrgX1 ag inactive, TMEM16A inh inactive, RGS4 inh inactive, TRPC6 activator inactive, TRPC4 potent inactive, TRPC6 inh inactive, MrgX1 PAM inactive, TRPC4 act inactive, TRPC4 block inactive, MrgX1 antagonist inactive and TMEM16A act inactive.
`CCOc1ccc(CN2CCNC(=O)C2CC(=O)NCCN2CCOC2=O)cc1` (stereo not given) gave MrgX1 ag inactive, TMEM16A inh inactive, RGS4 inh inactive, TRPC6 activator inactive, TRPC4 potent inactive, TRPC6 inh inactive, MrgX1 PAM inactive, TRPC4 act inactive, TRPC4 block inactive, MrgX1 antagonist inactive and TMEM16A act inactive.
`CCN(CC)CCOC(=O)c1ccc(NC(=O)CCNC(=O)Cn2ccc3ccccc3c2=O)cc1` gave MrgX1 ag inactive, TMEM16A inh inactive, RGS4 inh inactive, TRPC6 activator inactive, TRPC4 potent inactive, TRPC6 inh inactive, MrgX1 PAM inactive, TRPC4 act inactive, TRPC4 block inactive, MrgX1 antagonist inactive and TMEM16A act inactive.
For Cc1ccc(CNC(=O)C(=O)Nc2nccs2)cc1 the results were MrgX1 ag inactive, TMEM16A inh inactive, RGS4 inh inactive, TRPC6 activator inactive, TRPC4 potent inactive, TRPC6 inh inactive, MrgX1 PAM inactive, TRPC4 act inactive, TRPC4 block inactive, MrgX1 antagonist inactive and TMEM16A act inactive.
`COc1ccc(NC(=S)NCCc2c[nH]c3ccccc23)c(OC)c1` gave MrgX1 ag inactive, TMEM16A inh inactive, RGS4 inh inactive, TRPC6 activator inactive, TRPC4 potent inactive, TRPC6 inh inactive, MrgX1 PAM inactive, TRPC4 act inactive, TRPC4 block inactive, MrgX1 antagonist inactive and TMEM16A act inactive.
`COc1ccc(N(CC(=O)NCCC(C)C)C(=O)c2snc(C(=O)NC3CCCCC3)c2N)c(OC)c1` gave RGS4 inh inactive, TRPC6 activator inactive, TRPC4 potent inactive, TRPC6 inh inactive, TRPC4 act inactive, TRPC4 block inactive and TMEM16A act inactive.
